Screens deposited in PubChem BioAssay by National Center for Advancing Translational Sciences (NCATS).
DT40 TDP1 CPT – growth inhibition of DT40 Tdp1-/-;hTDP1 cells with camptothecin (screen for TDP1 inhibitors). chicken DT40 Tdp1-/-;hTDP1 cells + 20 nM CPT, ATP luminescence, 48 h. Potency, µM (doses to about 46.2 µM), for the others: top-dose activity change, negative = growth inhibition, most hits filed as inhibitors. 12% of 420,000 active. AID 686979; note: nearly all actives have a fitted effect of over 55% in size
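Chicken DT40 Tdp1-/- cells stably complemented with human TDP1 were seeded at 400 cells/well in medium containing 20 nM camptothecin, exposed to pin-transferred compounds, and grown at 37 °C for at least 48 hr. Viability was read as ATP luminescence.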
GCN5L2 inh – GCN5L2 (KAT2A) acetyltransferase inhibition; GCN5L2 HAT assay, ThioGlo1 CoA-SH fluorescence; Q92830; Potency, µM (titrated, usually from 58.9 µM), for the others: at the top dose activity change, negative = inhibition, hits mostly inhibitors; 0.21% of 390,000 active
Target sequence (Q92830 whole entry, looked up): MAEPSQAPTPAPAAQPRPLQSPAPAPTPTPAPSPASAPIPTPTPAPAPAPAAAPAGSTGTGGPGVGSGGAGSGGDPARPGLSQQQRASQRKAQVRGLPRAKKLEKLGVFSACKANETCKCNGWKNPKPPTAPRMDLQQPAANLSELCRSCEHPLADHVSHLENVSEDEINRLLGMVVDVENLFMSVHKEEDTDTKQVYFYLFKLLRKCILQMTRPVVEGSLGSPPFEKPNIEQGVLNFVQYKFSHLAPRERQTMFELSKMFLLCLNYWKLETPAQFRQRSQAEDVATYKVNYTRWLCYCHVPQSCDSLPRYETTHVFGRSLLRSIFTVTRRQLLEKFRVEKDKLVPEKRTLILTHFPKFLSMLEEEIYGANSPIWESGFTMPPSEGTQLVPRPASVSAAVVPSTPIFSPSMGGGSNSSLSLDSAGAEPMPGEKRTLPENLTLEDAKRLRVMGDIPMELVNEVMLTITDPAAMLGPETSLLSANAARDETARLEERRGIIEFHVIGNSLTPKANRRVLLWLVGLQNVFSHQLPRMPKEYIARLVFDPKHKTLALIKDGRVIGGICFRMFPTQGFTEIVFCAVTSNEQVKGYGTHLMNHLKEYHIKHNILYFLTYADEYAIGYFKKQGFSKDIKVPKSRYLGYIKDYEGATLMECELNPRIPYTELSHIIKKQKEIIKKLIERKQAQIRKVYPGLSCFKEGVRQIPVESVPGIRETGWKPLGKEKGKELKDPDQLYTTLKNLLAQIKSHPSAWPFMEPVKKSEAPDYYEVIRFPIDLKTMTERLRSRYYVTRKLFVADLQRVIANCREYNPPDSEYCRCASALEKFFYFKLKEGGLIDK
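Compounds, pin-transferred from DMSO stocks, meet 20nM GCN5L2 for 15 min before the reaction begins with H3(1-25) peptide (75uM) and acetyl-CoA (70uM). Thiol-reactive ThioGlo1 reports CoA release over 20 min at room temperature.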
DT40 TDP1 no CPT – qHTS for Inhibitors of human tyrosyl-DNA phosphodiesterase 1 (TDP1): qHTS in cells in absence of CPT. DT40 Tdp1-/- hTDP1 cells, no CPT, ATP luminescence, 48 h. Potency, µM (series often up to 46.2 µM), inactives show at the top dose activity change, negative = growth inhibition, usual class: inhibitors. 15% of 420,000 active. AID 686978, 2013; note: nearly all actives have a fitted effect of over 55% in size
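Readout: luminescence from CellTiter-Glo after 30 min in the dark at RT. Cells: DT40 Tdp1-/- with stable hTDP1, 400/well. Exposure: compounds alone, ≥48 hr, 37 °C.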
Numbers without * were called inactive; ? = inconclusive; . = not tested or not shown; & = joins results of further samples; [ ] = remark or other dose. Calls come from the whole dose curve; as a rule, active = well fitted curve in the direction sought with a large enough effect; inconclusive = small, poorly fitted or top-dose-only effect, or another doubt; inactive = no such curve, though single readings can be large; an effect the other way counts as inactive or inconclusive. % is set by controls: 0 for no effect and ±100 for the full control effect; potency is the fitted concentration of half-maximal effect. Rows were taken by chance; overall some 18% were active at least once.

structure,GCN5L2 inh,DT40 TDP1 CPT,DT40 TDP1 no CPT
COc1cc(C(c2c(C)n(C)n(-c3ccccc3)c2=O)c2c(C)n(C)n(-c3ccccc3)c2=O)cc(Br)c1O,-5%,-2%,12%
O=C(N/N=C/c1cccc(Br)c1)c1ccc(Br)cc1,-17%,-12%,-19%
COc1ccccc1-c1nn2c(=O)cc(CN3CCN(S(=O)(=O)c4ccc(C)cc4)CC3)nc2s1,-5%,5%,-14%
COc1ccc(-c2ccc(NS(=O)(=O)c3cccc(Cl)c3)cc2)nn1,-5%,?,?
Nc1cc(=O)nc(SCc2ccccc2)n1Cc1ccco1,1%,26%,-22%
CN(C(=O)c1c2c(nc3ccccc13)C(=O)N(C1CCCCC1)C2)c1ccc(F)cc1,-11%,-12%,-6%
COc1cccc(Cn2c(NCc3ccco3)nc3c2c(=O)n(C)c(=O)n3C)c1,1%,1.8µM*,1.5µM*
COc1nc(NCCO)nc(Nc2ccc([N+](=O)[O-])cc2)n1,-10%,3%,-23%
O=C(/C=C/c1ccccc1)NC(=S)Nc1ccc(N2CCOCC2)c(Cl)c1,2%,?,?
COC1OC(COCc2ccccc2)C(N)C(OCc2ccccc2)C1OCc1ccccc1 (stereo unspecified),.,?,?
Cc1nn(-c2ccccc2)c(Cl)c1/C=C/C(=O)c1ccc(O)cc1,-22%,-23%,16µM*
O=C(NCc1ccco1)c1ccc2[nH]c(=O)c(=O)[nH]c2c1,-2%,2%,0%
CC1(C)CC(=O)C2=C(C1)NC(=O)NC2c1ccccc1Cl (stereo unspecified),.,-2%,-19%
CC(=O)N(C)c1ccc(C=C2C=Cc3ccccc32)cc1,.,9.2µM*,9.2µM*
CCOC(=O)c1cccc(NC(=O)C2COc3ccc(OC)cc3C2)c1 (stereo unspecified),-16%,?,?
CCOC(=O)C1(CCOc2ccccc2)CCN(CCCn2cccn2)CC1,-3%,?,?
Cc1ccc(S(C)(=O)=O)cc1C(=O)OCC(=O)N(Cc1ccccc1)Cc1ccccc1,-6%,21µM*,16µM*
Cc1nc(C(F)(F)F)ccc1C(=O)NCC(O)c1ccccc1 (stereo unspecified),-3%,5%,2%
CN1CCC(N(C)C(=S)NCCc2ccccc2)CC1,-2%,27%,5%
O=C(CSc1nc2c([nH]c3ccccc32)c(=O)n1-c1ccc(F)cc1)N1CCCCC1,-4%,-3%,-4%
O=S(=O)(c1ccc2nnn(O)c2c1)N1CCOCC1,-2%,1%,-11%
CCSc1nc(-c2ccccc2)nc2c1CCCC2,-16%,?,?
Cc1ccnc(SCC(=O)Nc2sccc2C#N)n1,-16%,-2%,1%
Cc1c(Cl)cnc(NC(=O)COC(=O)c2cc3c(s2)CCC(C)C3)c1Cl (stereo unspecified),-13%,-28%,?

Ordered by length of the SMILES (descending): some entries from above
structure,GCN5L2 inh,DT40 TDP1 CPT,DT40 TDP1 no CPT
Cc1c(Cl)cnc(NC(=O)COC(=O)c2cc3c(s2)CCC(C)C3)c1Cl (stereo unspecified),-13%,-28%,?
COc1ccc(-c2ccc(NS(=O)(=O)c3cccc(Cl)c3)cc2)nn1,-5%,?,?
O=S(=O)(c1ccc2nnn(O)c2c1)N1CCOCC1,-2%,1%,-11%

The listing continues.
structure,GCN5L2 inh,DT40 TDP1 CPT,DT40 TDP1 no CPT
O=[N+]([O-])c1cccc(/C=C/c2nc(C=Nc3ccccc3)c(O)o2)c1,-4%,?,?
CCS(=O)(=O)N1CCc2cc(OC)c(OC)cc2C1,-6%,8%,-6%
O=C(c1ccccc1)[C@@H]1[C@@H]2C(=O)N(c3ccc(F)cc3)C(=O)[C@@H]2C2CCCN21 (stereo partly specified),-4%,?,?
COc1ccc(NS(=O)(=O)c2ccc(Cl)c(NC(=O)c3cccnc3Cl)c2)cc1,-5%,?,16µM*
Cc1nn(-c2ccccn2)c(C)c1Oc1ccccc1O,-2%,-4%,-25%
COc1ccc(NS(=O)(=O)c2ccc(N3CCOCC3)c(N)c2)cc1,-1%,2.6µM*,1.2µM*
Cc1ccccc1C(=O)N1CCC(n2nccc2NC(=O)C2CC2)CC1,-2%,0%,-4%
COc1ccc(S(=O)(=O)N2CC(O)CC2C(=O)OCc2nc3sc(C)c(C)c3c(=O)[nH]2)cc1 (stereo unspecified),-1%,-14%,-16%
CCNC(=O)C1CCN(Cc2cc3ccccc3n2Cc2ccc(C)cc2)CC1,-7%,23µM*,21µM*
Cc1ccc(CNC(=O)CN2C(=O)C3CCCCN3c3ccc(C(=O)N4CCCC4)cc32)cc1 (stereo unspecified),-3%,-7%,-7%
O=C(NC1CCCC1)C(c1cccnc1)N(C(=O)c1csnn1)C1CC1 (stereo unspecified),-21%,-2%,-13%
CSc1ccc(CCNC(=O)Cn2ncc3c([nH]c4ccccc43)c2=O)cc1,-4%&-2%,-3%&12%,12%&4%
Clc1ccc(COn2c(-c3ccc(Cl)cc3Cl)nc3ncccc32)cc1,-7%,?,?
CCS(=O)(=O)c1ccc2oc(Nc3ccccc3Cl)nc2c1,0%,?,?
O=S(=O)(CCNCCc1ccccc1)NC1CCCCC1,.,-1%,-17%
CC(=O)Nc1ccc(NC(=O)c2cccc(S(=O)(=O)N(C)C3CCCCC3)c2)cc1,-1%,?,?
CC(C)Sc1nc(-c2cccs2)nc2cc(Cl)ccc12,.,-18%,-5%
CC(C)C1N=C2c3ccccc3N=C(SCC(=O)NCc3ccc(Cl)cc3)N2C1=O (stereo unspecified),7%,?,?
C/C(CC(=O)Nc1ccc(N(C)C)cc1)=N\NC(=O)Cc1csc(N)n1,-7%,?,-28%
CCN1CCN(C(=O)NC(C(=O)NC2C(=O)N3C2SC(C)(C)C3C(=O)O)c2ccccc2)C(=O)C1=O (stereo unspecified),23%,7%,3%
CCN(CC)c1ccc(NC(=O)CN2C(=O)CSc3ncccc32)c(C)c1,-4%,5.2µM*,7.3µM*
CCCn1c(SCC(=O)NCc2ccccc2)n[nH]c1=O,0%,5%,-1%
CN1C(=O)c2ccccc2Sc2ccc(NC(=O)c3ccc(C#N)cc3)cc21,-7%,?,?
Cc1ccc(-c2noc(CCC(=O)N3CCN(c4cccc(C(F)(F)F)c4)CC3)n2)cc1,-13%,?,?
Cc1ccccc1N1CCN(C(=O)c2cccnc2)CC1,.,0%,-19%
O=C(Cn1c(-c2ccccc2)c[n+]2ccsc12)c1ccccc1,-5%,21µM*,?
N#Cc1cccnc1N1CCN(C(=O)c2ccc3c(c2)S(=O)(=O)c2ccccc2C3=O)CC1,.,26µM*,?
O=C1C(=O)N(Cc2cccnc2)C(c2cccc(F)c2)/C1=C(/O)c1ccc2c(c1)OCO2 (stereo unspecified),-3%,-5%,17%
Cc1nn(C)c(C)c1/C=C(/C(=O)C(C)C)n1cncn1,-3%,-1%,-2%
CCc1nnc(NS(=O)(=O)c2ccc(NC(=S)NC(=O)c3ccccc3)cc2)s1,0%,-4%,1%
Cc1ccc(/C=C(\NC(=O)c2ccccc2)C(=O)NCC2CCCO2)o1 (stereo unspecified),-11%,8%,0%
O=c1cc(CSc2nnc3ccccn23)c2c(ccc3ccccc32)o1,-3%,-2%,-19%
COc1ccc(NC(=O)C2C(c3ccc4c(c3)OCO4)=Nc3ccccc3N2C(C)=O)cc1 (stereo unspecified),.,?,?
Cc1[nH]c(=O)[nH]c(=O)c1NC(=O)CSc1ncccc1-c1nc2ccccc2[nH]1,-2%,0%,-9%
O=C1OC(c2ccc3c(c2)OCO3)N(C(=O)c2ccc(Cl)c(Cl)c2)c2ccccc21 (stereo unspecified),-5%,-8%,?
c1ccc2ncc(-n3ccnc3)cc2c1,.,4%,-20%

The last two records of the section above lead into the next.
structure,GCN5L2 inh,DT40 TDP1 CPT,DT40 TDP1 no CPT
O=C1OC(c2ccc3c(c2)OCO3)N(C(=O)c2ccc(Cl)c(Cl)c2)c2ccccc21 (stereo unspecified),-5%,-8%,?
c1ccc2ncc(-n3ccnc3)cc2c1,.,4%,-20%
Cc1ccc(Cl)cc1N1CCN(C(=O)C2CCN(c3nnc(-n4cccc4)s3)CC2)CC1,-2%,?,16µM*
Cc1cc(C)n(-c2nc3c(c(=O)n(C)c(=O)n3C)n2Cc2cccc(Br)c2)n1,.,-8%,33%[activator]
CCN1CCN(C(=O)c2cc(NC(=O)COC)cc3nc(-c4ccncc4)n(C)c23)CC1,.,-2%,17%
COc1ccccc1NS(=O)(=O)c1ccc(C)c(C(=O)NCC(c2ccco2)N2CCCCC2)c1 (stereo unspecified),?,?,?
COc1ccc(NC(=O)c2c(NCc3ccc(N(C)C)cc3)sc3c2CCC3)cc1,-4%,13µM*,10µM*
Cc1cc(C)c2c3c(oc2n1)C(=O)N(c1cccc(Cl)c1)CC(=O)N3,0%,6%,?
CCOc1cc(/C=C2\C(=O)ON=C2C)ccc1OCc1ccccc1,-3%,?,15µM*
O=C1Nc2ccccc2C1(O)c1ccccc1O (stereo unspecified),-7%,-4%,-13%
c1ccc(CCn2cnc3ccccc32)cc1,-14%,-25%,?
OCC1(Cc2ccccc2F)CCCN(CCc2ccccc2)C1 (stereo unspecified),3%,-5%,?
CCc1ccc(S(=O)(=O)Nc2ccc(Br)cn2)cc1,-4%,-14%,?
O=C(NNS(=O)(=O)c1ccccc1[N+](=O)[O-])c1ccccc1Cl,-6%,-16%,-14%
O=c1nc(N/N=C/c2ccccn2)cn[nH]1,-7%,5.2µM*,5.2µM*
CC1C/C(=N\NC(=O)c2ccc(NS(=O)(=O)c3ccc(Br)cc3)cc2)CC(C)(C)C1 (stereo unspecified),-1%,2%,-17%
COc1ccc(/C=N\n2nnc3ccccc32)cc1,-1%,-29%,-23%
COc1ccccc1C(=O)NCCC(=O)NC1CCCCCC1,0%,10%,-28%
Cc1cccc(CS(=O)(=O)Cc2ccc(C(=O)NCc3ccco3)o2)c1,-8%,-17%,?
Cc1ccc(SCc2cc(=O)[nH]c(Nc3nc(C)c4cccc(C)c4n3)n2)cc1,-10%,?,16µM*
Cc1cccc(CN2CCN(C3CN(Cc4ccccc4)S(=O)(=O)C3)CC2)c1 (stereo unspecified),.,?,?
Cc1nnc(SCC(=O)Nc2ccc3[nH]c(=O)[nH]c3c2)s1,-7%,6%,14%
CCN(CC)C(=O)CSc1nc2[nH]ncc2c(=O)[nH]1,-9%,-6%,24%
c1ccc2c(c1)oc1c(NCC3CCCO3)ncnc12 (stereo unspecified),-9%,?,18µM*
O=C(Nc1nnc(SCC(=O)N2CCCc3ccccc32)s1)c1ccc2ccccc2c1,-9%,-27%,?
CCc1ccc(-c2cc(C)no2)cc1S(=O)(=O)N1CCN(c2ccc(C(C)=O)cc2)CC1,-25%,?,18µM*
Cc1cc(C)c(CN2CCCC(CNC(=O)c3ccc(F)cc3)C2)c(-n2cccn2)c1 (stereo unspecified),-4%,?,?
CC(C)C1C(=O)N(Cc2cn(CC3CCCCC3)nn2)CCS(=O)(=O)N1Cc1ccc(-c2ccncc2)cc1 (stereo unspecified),.,-30%,?
CC1(C(=O)NS(=O)(=O)C2CC2)CCCN(C(=O)c2ccc3ccccc3c2)C1 (stereo unspecified),.,0.52µM*,0.26µM*
O=C(O)CSc1nnc(-c2ccncc2)n1CCc1ccccc1,2%,9%,1%
Cc1ccc(C(=O)N2CCN(c3cccc(C)c3C)CC2)cc1S(=O)(=O)N1CCOCC1,1%,16µM*,23µM*
CCOc1cccc(CN2CCC(n3nccc3NC(=O)CCCc3ccccc3)CC2)c1,?,?,?
C=Cc1ccc(C(=O)NC2CCCN(Cc3ccccc3F)C2)cc1 (stereo unspecified),-12%,?,?
Cc1ccc(NC(=O)c2cccs2)cc1S(=O)(=O)Nc1cccc(Cl)c1,-7%,-13%,?
COc1ccc(NC(=O)NNC(=O)COc2ccc3cc(Br)ccc3c2)cc1OC,-5%,-3%,20%
COc1ccc(-c2cc(C(=O)c3c(N)n(C)c(=O)n(C)c3=O)c3ccccc3n2)cc1OC,-8%,-16%,5%
CN(CC(=O)Nc1ccccc1C(F)(F)F)CC(=O)N1CCCCCC1,-4%,2%,-13%
Nc1cc(Cl)ccc1N1C(=O)CCC1=O,1%,1%,6%
